Screening results (PubChem)
miR122 inh: blocks miR-122 activity in Huh7 sensor cells | activation (reporter increase), % at 12.5 µM | actives 0.3% (n = 340,000) | Huh7 miR-122 Renilla luciferase sensor, 48 h; neutral wells = 0, positive control = 100 | AID 602342;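 active = mean replicate activation score at least 90 and every replicate individually at or above 90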;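 note: higher luciferase means less miR-122 activity so hits act as miR-122 inhibitors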
PGC1a acetyl inh: modulators of PGC1a acetylation | U2OS PGC1a acetylation, AlphaScreen anti-acetyl-lysine; with virally co-expressed GCN5 acetyltransferase | inhibition, % at 15.6 µM | actives 0.17% (n = 350,000);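 active = every replicate shows inhibition of at least 40%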;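 note: 0% = neutral control wells and 100% = positive control wells; some results beyond the cut were filed as inactive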
Cneo AK release: causes C. neoformans cell lysis; lysis activity, % at 15 µM; adenylate kinase release luminescence, 4 h; normalised: neutral wells 0, clomiphene wells 100; actives 0.2% (n = 360,000);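 active = mean lysis activity across replicates of at least 80%, whatever share of replicates individually reach that level; inactive = mean lysis activity below 80%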
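Material – Cryptococcus neoformans yeast cells · Quantity – 5 × 10^6 yeast cells/mL · Buffer or medium – YPD medium · Compound – single dose · Timing – 4 h static compound exposure, 37 °C, read 1 h post-reagent · Signal – adenylate kinase release luminescence · Read-out basis – lysis from increased AK signal · Benchmarks – Clomiphene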
The depositor's hits bear a star. A portion of the library. The share of hits here may be higher or lower than overall.

How did Cc1sc2nc(CN3CCN(S(=O)(=O)c4cccc5nonc45)CC3)[nH]c(=O)c2c1C do in these assays?
miR122 inh: -8; PGC1a acetyl inh: 1; Cneo AK release: 1

Results for Cc1[nH]nc2c1C(c1ccc(-c3ccccc3C#N)o1)C(C#N)=C(N)O2 (stereo not drawn) ?
miR122 inh: -5; PGC1a acetyl inh: -13; Cneo AK release: -2

How did O=C1CC(N2CCN(C/C=C/c3ccccc3)CC2)C(=O)N1Cc1cccs1 (stereo not drawn) do in these assays?
miR122 inh: 6; PGC1a acetyl inh: 6; Cneo AK release: 1

Results for O=C(c1cccnc1)N1CCc2ccccc2C1 ?
miR122 inh: 5; PGC1a acetyl inh: 5; Cneo AK release: -2

How did O=C(CSc1nc(-c2ccco2)cc(C(F)(F)F)n1)Nc1ccc(C(=O)N2CCOCC2)cc1 do in these assays?
miR122 inh: 5; PGC1a acetyl inh: -25; Cneo AK release: -1

What do the screens show for `O=C(NCC(F)(F)F)Nc1cccnc1`?
miR122 inh: -5; PGC1a acetyl inh: 8; Cneo AK release: 7

What do the screens show for `COc1ccc(NC(=O)c2ccc(CNS(=O)(=O)c3cccc(OC)c3)cc2)cc1`?
miR122 inh: 0; PGC1a acetyl inh: 8; Cneo AK release: -3

How did COc1ccc(N(CC(O)Cn2c3ccccc3c3ccccc32)S(=O)(=O)c2ccccc2)cc1 (stereo not drawn) do in these assays?
miR122 inh: -2; PGC1a acetyl inh: 3; Cneo AK release: 0

Results for CC(c1nnc(SCC(=O)N2CC(=O)Nc3ccccc32)n1Cc1ccccc1)N(C)C (stereo not drawn) ?
miR122 inh: 1; PGC1a acetyl inh: 0; Cneo AK release: 3

How did CCOC(=O)C1=C(N)OC2=C(C(=O)CC(C)(C)C2)C1c1ccoc1 (stereo not drawn) do in these assays?
miR122 inh: 0; PGC1a acetyl inh: 12; Cneo AK release: -1

What do the screens show for `CCOc1c(Cl)cc(C(=O)Nc2ccccc2-c2ccccc2)cc1Cl`?
miR122 inh: 3; PGC1a acetyl inh: -17; Cneo AK release: -1

What do the screens show for `CC1S/C(=C(\C#N)C(=O)NCc2ccco2)N(Cc2ccco2)C1=O` (stereo not drawn)?
miR122 inh: -2; PGC1a acetyl inh: 9; Cneo AK release: 5

How did O=C(Nc1cc(C(F)(F)F)ccc1N1CCCCC1)c1cccc([N+](=O)[O-])c1 do in these assays?
miR122 inh: 2; PGC1a acetyl inh: 2; Cneo AK release: 4

What do the screens show for `COc1cc(C)nc(N2CCCC(C(=O)NCC(C)C)C2)n1` (stereo not drawn)?
miR122 inh: -2; PGC1a acetyl inh: -17; Cneo AK release: 1

Results for Cc1ccccc1S(=O)(=O)NNC(=O)C(=O)NNc1ccccn1 ?
miR122 inh: -6; PGC1a acetyl inh: -4; Cneo AK release: -1

How did COCc1cc(C)nc(SCC(=O)Nc2cccc(C)c2)c1C#N do in these assays?
miR122 inh: 11; PGC1a acetyl inh: 2; Cneo AK release: -1

What do the screens show for `CC(=O)c1c(CC(=O)O)[nH]n(-c2nc3ccccc3s2)c1=O`?
miR122 inh: 5; PGC1a acetyl inh: 9; Cneo AK release: -3

How did Cc1ccc(NC(=O)c2ccc(CN3CCc4ccccc4C3)cc2)cc1 do in these assays?
miR122 inh: -12; PGC1a acetyl inh: 17; Cneo AK release: -17

Results for CC1(C)CCCC2=C1CC1C(=O)N(c3ccccc3)C(=O)C1C2 (stereo not drawn) ?
miR122 inh: 0; PGC1a acetyl inh: -18; Cneo AK release: -2

Results for COc1ccc(S(=O)(=O)Nc2ccc(NC(C)=O)cc2)cc1 ?
miR122 inh: -2; PGC1a acetyl inh: -10; Cneo AK release: 2

What do the screens show for `Cc1ccccc1CSCCNC(=O)c1ccc(Cl)c(S(=O)(=O)N2CCOCC2)c1`?
miR122 inh: -5; PGC1a acetyl inh: -48; Cneo AK release: -3

How did COCCNC(=O)c1ccc2c(c1)nc(C)n2-c1cc(OC)c(OC)c(OC)c1 do in these assays?
miR122 inh: -2; PGC1a acetyl inh: -8; Cneo AK release: 1

How did CC(C)c1nnc(NC(=O)CC(=O)Nc2ccccc2C(=O)O)s1 do in these assays?
miR122 inh: -3; PGC1a acetyl inh: 0; Cneo AK release: 0

What do the screens show for `COCCOC(=O)c1c(NC(=O)CN2CCOCC2)sc(C(N)=O)c1C`?
miR122 inh: 5; PGC1a acetyl inh: -13; Cneo AK release: -2

Results for Cc1cccc(NC(=O)C2C3C=CC(C4CC34)C2C(=O)O)c1 (stereo not drawn) ?
miR122 inh: 1; PGC1a acetyl inh: -15; Cneo AK release: -3

How did COC(=O)C1=C(C)NC(=O)NC1c1cn(-c2ccccc2)nc1-c1cccs1 (stereo not drawn) do in these assays?
miR122 inh: 8; PGC1a acetyl inh: -7; Cneo AK release: -1

Results for COc1ccc(-c2cc(C(N)=O)nc(N3CCCCCC3)n2)cc1 ?
miR122 inh: 2; PGC1a acetyl inh: -20; Cneo AK release: 6

What do the screens show for `Nc1nc(SCc2ccc(Cl)cc2)ns1`?
miR122 inh: 2; PGC1a acetyl inh: -1; Cneo AK release: -2

Results for CN1CCN(Cc2c(O)ccc3c2oc(=O)c2ccccc23)CC1 ?
miR122 inh: -10; PGC1a acetyl inh: 2; Cneo AK release: -1

Results for COc1ccc(CNC(=O)COC(=O)c2c[nH]c(=O)[nH]c2=O)cc1OC ?
miR122 inh: 1; PGC1a acetyl inh: -5; Cneo AK release: 2

Results for O=C(CSc1ccccc1C(=O)O)NC1CCCCCCC1 ?
miR122 inh: -6; PGC1a acetyl inh: 1; Cneo AK release: 2

How did CC(C)CCOc1ccc(C(=O)O)cc1 do in these assays?
miR122 inh: 0; PGC1a acetyl inh: -1; Cneo AK release: -1

How did O=C(CSCc1cnn(-c2ccccc2)c1-n1cccc1)NCc1cccs1 do in these assays?
miR122 inh: -1; PGC1a acetyl inh: -4; Cneo AK release: -1

How did CCOC(=O)NC(Nc1cc(C)on1)(C(F)(F)F)C(F)(F)F do in these assays?
miR122 inh: -5; PGC1a acetyl inh: 0; Cneo AK release: 4

What do the screens show for `C#CCOCCOCCOCCNc1nc(N2CCN(C(=O)CCCCCCCCCCNC(=O)[C@H](CCCCN)n3cc(C)nn3)CC2)nc(N2CCN(C(=O)CCCCCCCCCCNC(=O)[C@@H]([C@H](C)O)n3cc(C)nn3)CC2)n1`?
miR122 inh: -6; PGC1a acetyl inh: 1; Cneo AK release: -1

What do the screens show for `CCn1cc([N+](=O)[O-])c(C(=O)N2N=C(c3ccc4ccccc4c3)CC2c2cc(Br)ccc2O)n1` (stereo not drawn)?
miR122 inh: 11; PGC1a acetyl inh: 0; Cneo AK release: -2

How did Cc1nc(-c2ccccc2)sc1C(=O)/C=C/c1ccc(Cl)cc1 do in these assays?
miR122 inh: -3; PGC1a acetyl inh: -1; Cneo AK release: 0

Results for CC(/C=N/NC(=O)c1n[nH]c2c1CCC2)=C\c1ccccc1 ?
miR122 inh: 58; PGC1a acetyl inh: -35; Cneo AK release: -3

How did COc1ccc(C(CNC(=O)c2ccc(S(=O)(=O)N3CCOCC3)cc2)N2CCCCC2)cc1 (stereo not drawn) do in these assays?
miR122 inh: -2; PGC1a acetyl inh: 10; Cneo AK release: 1

What do the screens show for `COc1cccc(NC(=O)CSc2nnnn2C(C)C)c1`?
miR122 inh: -2; PGC1a acetyl inh: -20; Cneo AK release: -1

Results for Cc1cc(C)cc(OCCCCCNCCO)c1 ?
miR122 inh: -5; PGC1a acetyl inh: 6; Cneo AK release: -1

What do the screens show for `Cc1cc2nn(-c3cccc4ccccc34)nc2cc1N`?
miR122 inh: -6; PGC1a acetyl inh: 7; Cneo AK release: -5

What do the screens show for `CCOC(=O)CSc1nnc(-c2cccnc2)o1`?
miR122 inh: -3; PGC1a acetyl inh: 2; Cneo AK release: 0

How did CC(=O)Nc1ccc(S(=O)(=O)N2CCN(C34CC5CC(CC(C5)C3)C4)CC2)cc1 do in these assays?
miR122 inh: -4; PGC1a acetyl inh: -6; Cneo AK release: -5

How did Cc1ccc(NC(=O)NCCc2ccc(S(N)(=O)=O)cc2)cc1 do in these assays?
miR122 inh: 0; PGC1a acetyl inh: 3; Cneo AK release: 1

What do the screens show for `O=C(NC(=S)Nc1ccc2oc(-c3cccnc3)nc2c1)c1cccc(Cl)c1`?
miR122 inh: -7; PGC1a acetyl inh: -2; Cneo AK release: 1

What do the screens show for `O=C(C(c1ccccc1)c1ccccc1)N1CCOCC1`?
miR122 inh: 213*; PGC1a acetyl inh: 11; Cneo AK release: 1

Results for O=c1[nH]c2ccccc2n2c(-c3ccncc3)nnc12 ?
miR122 inh: -5; PGC1a acetyl inh: 7; Cneo AK release: -3

What do the screens show for `Cc1ccc(C(=O)O/N=C\c2ccc(N3CCCCC3)c([N+](=O)[O-])c2)cc1`?
miR122 inh: -4; PGC1a acetyl inh: -4; Cneo AK release: -3

How did O=C(COc1ccc(/C=N/NS(=O)(=O)c2ccccc2)cc1)NCCc1ccccc1 do in these assays?
miR122 inh: 66; PGC1a acetyl inh: -2; Cneo AK release: 2

What do the screens show for `O=C(NC12CC3CC(CC(C3)C1)C2)C1CC(=O)N(c2ccc(Br)cc2)C1` (stereo not drawn)?
miR122 inh: -3; PGC1a acetyl inh: -13; Cneo AK release: 3

How did OCc1cn(-c2ccccc2)nc1-c1cccnc1 do in these assays?
miR122 inh: -4; PGC1a acetyl inh: -5; Cneo AK release: -2

What do the screens show for `Cc1ccc(S(=O)(=O)N(C)c2ccc(NS(C)(=O)=O)cc2)cc1`?
miR122 inh: -8; PGC1a acetyl inh: 5; Cneo AK release: 3

What do the screens show for `COCCN(C(=O)CCC(=O)Nc1ccccn1)C(C(=O)NCCC(C)C)c1ccc(OC)cc1` (stereo not drawn)?
miR122 inh: 1; PGC1a acetyl inh: -6; Cneo AK release: -1

What do the screens show for `COc1cccc(C(=O)CSc2nnc(CNS(C)(=O)=O)n2-c2ccc(C)cc2)c1`?
miR122 inh: -6; PGC1a acetyl inh: -22; Cneo AK release: 0

How did COc1ccc(NC(=O)CC2COc3ccccc3O2)c(OC)c1 (stereo not drawn) do in these assays?
miR122 inh: -1; PGC1a acetyl inh: 2; Cneo AK release: 1

What do the screens show for `CCC(C)NC(=O)C1(C)CCC(=O)N1CCc1ccc(OC)c(OC)c1` (stereo not drawn)?
miR122 inh: 1; PGC1a acetyl inh: -1; Cneo AK release: 3

How did C=CCNc1ncnc2ccccc12 do in these assays?
miR122 inh: -3; PGC1a acetyl inh: -19; Cneo AK release: 1

How did CCOC(=O)c1[nH]c(=O)[nH]c1CSCCO do in these assays?
miR122 inh: -1; PGC1a acetyl inh: -11; Cneo AK release: 6

Results for COC(=O)c1cc(=O)n2c(-c3ccc(OC)cc3)csc2n1 ?
miR122 inh: -38; PGC1a acetyl inh: 5; Cneo AK release: -1

Results for O=C(Oc1ccc(=O)n(-c2ccccc2)n1)c1ccc(Cl)cc1 ?
miR122 inh: 2; PGC1a acetyl inh: 8; Cneo AK release: 0

How did O=C(CCSc1nnc2ccc3ccccc3n12)Nc1ccc(F)cc1 do in these assays?
miR122 inh: -4; PGC1a acetyl inh: -5; Cneo AK release: -2

How did OC1C2(Cc3ccccc3)CN3CCN(C2)CC1(Cc1ccccc1)C3 (stereo not drawn) do in these assays?
miR122 inh: -2; PGC1a acetyl inh: 12; Cneo AK release: 0

How did CC(C)NC(=O)COC(=O)c1ccccc1Oc1ccccc1 do in these assays?
miR122 inh: -5; PGC1a acetyl inh: -2; Cneo AK release: 2

What do the screens show for `Cc1cc(C)nc(/N=C2\NC(=O)CC3C(=O)NCCN23)n1` (stereo not drawn)?
miR122 inh: -2; PGC1a acetyl inh: 12; Cneo AK release: 0

Molecules above containing an aryl thioether with sulfur outside any ring (9):
How did O=C(CSc1nc(-c2ccco2)cc(C(F)(F)F)n1)Nc1ccc(C(=O)N2CCOCC2)cc1 do in these assays?
miR122 inh: 5; PGC1a acetyl inh: -25; Cneo AK release: -1

Results for CC(c1nnc(SCC(=O)N2CC(=O)Nc3ccccc32)n1Cc1ccccc1)N(C)C (stereo not drawn) ?
miR122 inh: 1; PGC1a acetyl inh: 0; Cneo AK release: 3

How did COCc1cc(C)nc(SCC(=O)Nc2cccc(C)c2)c1C#N do in these assays?
miR122 inh: 11; PGC1a acetyl inh: 2; Cneo AK release: -1

What do the screens show for `Nc1nc(SCc2ccc(Cl)cc2)ns1`?
miR122 inh: 2; PGC1a acetyl inh: -1; Cneo AK release: -2

Results for O=C(CSc1ccccc1C(=O)O)NC1CCCCCCC1 ?
miR122 inh: -6; PGC1a acetyl inh: 1; Cneo AK release: 2

What do the screens show for `COc1cccc(NC(=O)CSc2nnnn2C(C)C)c1`?
miR122 inh: -2; PGC1a acetyl inh: -20; Cneo AK release: -1

What do the screens show for `CCOC(=O)CSc1nnc(-c2cccnc2)o1`?
miR122 inh: -3; PGC1a acetyl inh: 2; Cneo AK release: 0

What do the screens show for `COc1cccc(C(=O)CSc2nnc(CNS(C)(=O)=O)n2-c2ccc(C)cc2)c1`?
miR122 inh: -6; PGC1a acetyl inh: -22; Cneo AK release: 0

How did O=C(CCSc1nnc2ccc3ccccc3n12)Nc1ccc(F)cc1 do in these assays?
miR122 inh: -4; PGC1a acetyl inh: -5; Cneo AK release: -2
